APE1 inh: inhibitors of human APE1 endonuclease | P27695 | recombinant APE1, TAMRA/BHQ-2 abasic DNA cleavage fluorescence | Potency, µM (top dose mostly 65.8 µM), inactives show at the highest dose activity change, negative = inhibition, actives largely listed as inhibitors | 350,000 tested, 0.35% active | AID 2517;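 note: potency is the fitted concentration of half-maximal effect; plate controls were vehicle for no effect and reference inhibitor for full effect; nearly all actives have a fitted effect of over 55% in size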
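Enzyme (0.75 nM final) and test compound are incubated 15 min at room temperature before adding 50 nM quenched THF abasic-site duplex. Cleavage dequenches TAMRA, followed at 525/598 nm over three reads one minute apart.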
RGS4 inh: human RGS4 inhibition | Transcreener GDP fluorescence polarization, RGS4-accelerated GTP hydrolysis | 390,000 tested, 0.039% active | P49798 | Potency, µM (doses to about 114 µM), without a hit: top-dose activity change, negative = inhibition, most hits filed as inhibitors | AID 504845; note: potency is the fitted concentration of half-maximal effect; % is set by controls: 0 for no effect and ±100 for the full control effect; nearly all actives have a fitted effect of over 75% in size; some results filed as inactive show a strong effect at the top dose
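MLSMR compounds (23 nl, pin-transferred) preincubated 10 min at room temperature with a 500nM (2x) first reagent, then RGS4 at 900nM (2x) plus Transcreener GDP mix added; fluorescence polarization (620/688 nm) read before and after 90 min at 30 °C.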
ERG Ets-DNA blk: blocks human ERG Ets domain binding to DNA; P11308; fluorescence polarization, His-ERG Ets domain / labelled DNA; Potency, µM (top dose mostly 76.9 µM), for the others: at the highest dose FP activity, negative = inhibition, usual class: inhibitors; 370,000 tested, 0.028% active; AID 624246; active = well fitted inhibition curve with a large enough effect in the polarisation, with a control signal flat; inconclusive = small, poorly fitted or top-dose-only effect, or effect the other way, or a change in a side signal; inactive = no such curve, though single readings can be large or run the other way; the % refers to the polarisation;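 note: polarization taken with two DNA probes labelled with fluorescein and Texas red; potency is the fitted concentration of half-maximal effect; % of control where 0% means no effect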
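His-tagged ERG Ets domain (1 uM in the protein solution; 300mM KCl, 50mM Tris-HCl, 1mM EDTA, 1mM DTT, pH 7.5) received compound, then a probe mix of 5 nM fluorescein-DNA and 100nM Texas-615-DNA. Fluorescence polarization was read for both dyes.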
POLH inh: inhibitors of human DNA polymerase eta | Q9Y253 | recombinant Pol eta, fluorescent DNA replication assay | Potency, µM (doses to about 114 µM), inactives show top-dose activity change, negative = inhibition, actives largely listed as inhibitors | 390,000 tested, 1.2% active; note: potency is the fitted concentration of half-maximal effect; % is set by controls: 0 for no effect and ±100 for the full control effect
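Pol eta at 10 nM preincubated with compounds 15 min at room temperature; reaction started with fluorescent substrate (50 nM final) and read kinetically at 0 and 10 min.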
LDHA block: inhibitors of human lactate dehydrogenase A | 480,000 tested, 0.15% active | AID 1347041 | purified LDHA, NADH/diaphorase-resazurin fluorescence; hits give low values | P00338 | activity change, % (values are at about 110 or 230 µM); in the data active = activity change below about -30%; inconclusive = mostly about -25% to -30%;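 note: plate controls were DMSO wells for no effect and wells without enzyme for full effect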
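Resorufin fluorescence (ex540/em590), read at 0 and 20 min after diaphorase/resazurin addition, reports the NADH left after a 5 min room-temperature reaction of 2 nM human LDH5 with 0.06 mM NADH and 0.2 mM pyruvate.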
Pol kappa inh: blocks human DNA polymerase kappa activity; 400,000 tested, 0.53% active; purified Pol kappa, fluorescent DNA synthesis assay, 10 min; Q9UBT6; AID 588579; Potency, µM (highest dose often 107 µM), for the others: at the highest dose activity, negative = inhibition, most hits filed as inhibitors; note: potency is the fitted concentration of half-maximal effect; % is set by controls: 0 for no effect and ±100 for the full control effect
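10 nM Pol kappa was preincubated with compounds for 15 min at room temperature. Reaction started with 50 nM (final) substrate. Fluorescence read kinetically at 0 and 10 min.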
12-LOX inh: ALOX12 (human) lipoxygenase inhibition; P18054; purified 12hLO, xylenol orange hydroperoxide absorbance; Potency, µM (doses to about 108 µM), for inactives: top-dose activity change, negative = inhibition, actives largely listed as inhibitors; 580,000 tested, 1.1% active; AID 1671190; note: potency is the fitted concentration of half-maximal effect; % is set by controls: 0 for no effect and ±100 for the full control effect
Target sequence (P18054 whole entry, looked up): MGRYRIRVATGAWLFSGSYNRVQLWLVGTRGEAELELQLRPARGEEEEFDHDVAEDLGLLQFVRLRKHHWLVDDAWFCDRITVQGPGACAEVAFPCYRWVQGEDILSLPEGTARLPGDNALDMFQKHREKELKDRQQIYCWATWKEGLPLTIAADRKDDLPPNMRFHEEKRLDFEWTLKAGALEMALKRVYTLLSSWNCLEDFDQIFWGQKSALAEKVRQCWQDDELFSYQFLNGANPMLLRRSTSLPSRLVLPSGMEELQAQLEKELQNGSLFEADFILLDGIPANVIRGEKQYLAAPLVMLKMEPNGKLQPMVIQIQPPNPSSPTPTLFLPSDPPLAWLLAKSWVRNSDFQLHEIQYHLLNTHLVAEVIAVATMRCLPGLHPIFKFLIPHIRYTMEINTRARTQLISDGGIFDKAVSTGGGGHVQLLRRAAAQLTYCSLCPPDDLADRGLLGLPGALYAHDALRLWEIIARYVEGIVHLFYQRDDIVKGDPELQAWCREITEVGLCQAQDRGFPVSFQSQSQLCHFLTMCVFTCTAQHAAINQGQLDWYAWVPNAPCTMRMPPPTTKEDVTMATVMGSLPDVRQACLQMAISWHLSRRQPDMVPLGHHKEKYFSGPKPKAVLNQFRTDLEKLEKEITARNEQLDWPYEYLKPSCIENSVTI
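Purified human 12hLO (150 nM final) in 25 mM Hepes, 0.01% Triton X-100, pH 7.0 was preincubated 15 min at room temperature with compound. Then 40 uM arachidonic acid was added, 30 min. Hydroperoxide was read by Fe-XO absorbance ratio 573/405 nm.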
Pol beta inh: inhibitors of human DNA polymerase beta; P06746; Pol beta primer extension/strand displacement, fluorescence kinetic; Potency, µM (series often up to 114 µM), for inactives: at the highest dose activity change, negative = inhibition, actives largely listed as inhibitors; 340,000 tested, 1.3% active; AID 485314; note: potency is the fitted concentration of half-maximal effect; % is set by controls: 0 for no effect and ±100 for the full control effect
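Human Pol beta at 10 nM; strand-displacement substrate 50 nM final. Compound exposure 15 min at room temperature before start, reaction 10 min at room temperature.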
Anesthetic bind: candidate novel general anesthetic via apoferritin binding; 350,000 tested, 0.074% active; Potency, µM (doses to about 77.5 µM), for inactives: at the top dose activity change, negative = displacement, hits mostly inhibitors; apoferritin/1-aminoanthracene competitive binding, fluorescence; AID 485281; P02791; note: potency is the fitted concentration of half-maximal effect; % is set by controls: 0 for no effect and ±100 for the full control effect; nearly all actives have a fitted effect of over 20% in size
Target sequence (P02791 2-175 limits assumed): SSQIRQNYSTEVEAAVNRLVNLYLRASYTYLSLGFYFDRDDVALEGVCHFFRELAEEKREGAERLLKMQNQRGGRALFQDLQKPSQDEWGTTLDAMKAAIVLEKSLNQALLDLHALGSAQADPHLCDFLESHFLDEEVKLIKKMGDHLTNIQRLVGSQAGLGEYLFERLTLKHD
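Apoferritin-based anesthetic binding model; compound displacement of fluorescent 1-AMA measured as endpoint fluorescence after 10 minutes at room temperature, scaled to free-ligand and complex controls.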
An asterisk follows results filed as active; ? = inconclusive; . = no result given; & = joins results of further samples; [ ] = dose if it differs, or a comment. Unless noted, calls come from the whole dose curve; as a rule, active = well fitted curve in the direction sought with a large enough effect; inconclusive = small, poorly fitted or top-dose-only effect, or another doubt; inactive = no such curve, though single readings can be large; an effect the other way counts as inactive or inconclusive.

SMILES | APE1 inh | RGS4 inh | ERG Ets-DNA blk | POLH inh | LDHA block | Pol kappa inh | 12-LOX inh | Pol beta inh | Anesthetic bind
COc1cc2ccccc2cc1C(=O)N1CCN(C)CC1 | 9% | 22% | . | -2% | 0 | -6% | -11% | -2% | 9%
CCCOC1OC(=O)c2c1ccc(OC)c2OC (centres undefined) | -2% | -11% | -2% | -12% | 0 | 1% | -8% | 14% | 10%
CC1CCCCN1C(=O)C(Cc1ccccc1)N1C(=O)C2CCCCC2C1=O (centres undefined) | 0% | 11% | -13% | -13% | -3 | -1% | -3% | 10% | -5%
CCC(=O)N(Cc1ccco1)C1CC(=O)N(c2ccccc2)C1=O (centres undefined) | 4% | 33% | -8% | -8% | -8 | -13% | 13% | 37% | -10%
O=C(NCCc1c[nH]c2ccccc12)C(=O)NCC1OCCCN1S(=O)(=O)c1cc(F)ccc1F (centres undefined) | 0% | 20% | -11% | -9% | -6 | -4% | 3% | 7% | -12%
COc1ccc(C(=O)CCC(=O)Nc2ccc(F)cc2F)cc1 | . | -7% | 6% | -13% | -4 | -19%[60.1 µM] | 3% | -27% | -8%
CSc1cc(-c2ccc(Cl)cc2)[nH]c(=O)c1C#N | -5% | -64% | 1% | -10% | -4 | -8% | 1% | -1% | 0%
COC(=O)c1ccccc1NC(=O)Cn1ccnc1 | 1% | 13% | 3% | -11% | -3 | -13% | 0% | 0% | 7%
CC(=O)c1ccc(N2CCN(S(=O)(=O)c3cc(-c4noc(C)n4)ccc3C)CC2)cc1 | . | 5% | -2% | -9% | -6 | -13%[60.1 µM] | -12% | -4% | -10%
O=C(Nc1cc2ccccc2oc1=O)C1CCCCC1 | 2% | 14% | -4% | -5% | 0 | -12% | 1% | 26% | -8%
CCOC(=O)N1CCN(C(=O)c2ccc3nc4ccsc4c(=O)n3c2)CC1 | ? | 0% | -9% | -10% | 0 | 7% | 67% | -10% | 14%
COCCCNCCOc1ccccc1-c1ccccc1 | 3% | -7% | -1% | -18% | 8&-23 | 2% | ? | -15% | -9%
Fc1ccccc1Nc1nc(NCc2ccco2)nc(N2CCOCC2)n1 | -1% | 5%[11.4 µM] | 4% | -24% | -11 | -15%[60.1 µM] | -1% | 1% | -10%
c1ccc2cc(Cn3ccnc3)ccc2c1 | 4% | 3% | -4% | -17% | 0 | -10% | 32%[activator] | 11% | -20%
C/C(=N/NS(=O)(=O)c1ccc(Cl)cc1)c1cccc(NC(=O)c2ccncc2)c1 | 51%[activator] | -4% | 4% | -10% | -12 | -10% | ? | 9% | -22%
CCOc1ccc(C(=O)OCC(=O)Nc2ccc3c(c2)OCCO3)cc1OC | 14% | -17% | 2% | -14% | -2 | -16% | 12% | . | .
O=C(c1ccc(Cn2c(=S)[nH]c3cc4c(cc3c2=O)OCO4)cc1)N1CCN(c2ccccc2)CC1 | -8% | -19% | 10% | 1% | -8 | -5% | -5% | ? | -16%
CC(C)C1C(=O)Nc2ccc(S(=O)(=O)NCc3ccc(Cl)cc3)cc21 (centres undefined) | . | -7% | 0% | -3% | 2 | -10% | ? | 5% | 8%
COc1ccc2nc(NC(=O)c3ccc(S(=O)(=O)N4CCCC(C)C4)cc3)sc2c1 (centres undefined) | . | -8% | 1% | -21% | 1 | -9%[60.1 µM] | -17% | 1% | -8%
O=c1[nH]cnc2c1C(c1ccccc1)c1c(nc[nH]c1=O)O2 | 2% | 9% | 10% | -9% | -5 | -7% | ? | 5% | -2%
CCOC(=O)C1CCN(c2ccc(-c3cccs3)nn2)CC1 | 3% | 1% | 12% | -10% | 0 | -13% | 12% | 30% | 147%[activator]
COc1cccc(C(=O)O/N=C(\N)c2ccc([N+](=O)[O-])cc2)c1 | 1% | 5% | -2% | 0% | -1 | -20% | 0% | -4% | -10%
Cc1cccc(C)c1N=C1SC(CC(=O)Nc2c(C)cccc2C)C(=O)N1CCc1ccccn1 (centres undefined) | -6% | 23% | -6% | -12% | -6 | -13% | -3% | 1% | -5%
O=c1[nH]cnc2c1nc(SCc1ccccc1)n2C1OC(CO)C(O)C1O (centres undefined) | -1% | -6% | -6% | -7% | -1 | 3% | ? | -1% | -7%
O=C1NC(=O)/C(=C/c2ccc(-c3cccc([N+](=O)[O-])c3)o2)S1 | 13µM* | -22% | 5% | 22µM* | -13 | -2% | -53% | 1% | -9%
O=C(CCn1c(=O)c2cccn2c2cccnc21)N1CCN(c2cccc(C(F)(F)F)c2)CC1 | . | 2% | 0% | -26% | 1 | -6% | 0% | -1% | -15%
Cc1coc2c(C)c3oc(=O)c(CCC(=O)N4CCC(C(=O)NCCCC(=O)O)(c5ccccc5)CC4)c(C)c3cc12 | -5% | 2% | -4% | 5% | 5 | -5% | -9% | -1% | -6%
Cc1c(C(=O)N2CCCC2)c(S(=O)(=O)N2CCN(c3ccccc3F)CC2)c(C)n1C | 4% | 3%[56.9 µM] | -1% | -17% | -2 | -1% | -11% | 25% | -6%
Nc1nc(Cl)cc(Oc2ccc(Cl)cc2)n1 | 2% | -1% | -4% | -1% | -1 | -17% | ? | -14% | 0%
CC1Sc2n(c3ccccc3[n+]2C)N=C1c1ccccc1 (centres undefined) | -2% | -25% | -15% | -6% | -2 | -5% | -17% | 38% | -15%
COc1ccccc1N(CC(=O)N(CC(C)C)CC(C)C)S(=O)(=O)c1cccs1 | -7% | -1% | -3% | ? | -4 | -23% | -2% | -10% | -5%
O=C1C(Cl)=C(N2CCC(C(=O)O)CC2)C(=O)c2ccccc21 | ? | -9% | -3% | 10µM* | 10 | -7% | . | ? | -8%
Cc1ccccc1N1CC(C(=O)NC2CCCC2)CC1=O (centres undefined) | 5% | -24% | -17% | -11% | -2 | 4% | -17% | 2% | 11%
Cc1cc(C)cc(C(=O)NCC(=O)OC(C)C(=O)N(C)c2ccccc2)c1 (centres undefined) | 0% | -5% | 10% | -17% | 0 | 1% | -12% | 19% | -9%
Cc1ccc(NC(=O)CN2C(=O)CCc3cc(S(=O)(=O)N4CCOCC4)ccc32)cc1F | . | 12% | -5% | -20% | -4 | -9%[60.1 µM] | -22% | -2% | -2%
CCOC(=O)Cn1c(=O)oc2cc(S(=O)(=O)Nc3cc(OCC)ccc3OCC)ccc21 | 10% | -15% | 0% | 3% | 6 | -1% | 3% | 21% | -9%
Cc1c2cnn(-c3ccccc3)c(=O)c2c(C)n1CCCC(=O)NCCN1CCN(C)CC1 | 2% | 4% | -10% | 5% | 3 | -18% | 8% | 0% | 20%
Cc1ccccc1N(C(=O)c1cccs1)c1nc2ccccc2s1 | -3% | 10% | -3% | -3% | -1 | -18% | -9% | 4% | -18%
CCOCCCNC(=O)c1cc(=O)[nH]c2ccc(S(=O)(=O)N3CCCC3)cc12 | . | -5% | -6% | -13% | 0 | 10% | 0% | 2% | 1%

Looked up by structure from above, 6 records:
SMILES | APE1 inh | RGS4 inh | ERG Ets-DNA blk | POLH inh | LDHA block | Pol kappa inh | 12-LOX inh | Pol beta inh | Anesthetic bind
Cc1c(C(=O)N2CCCC2)c(S(=O)(=O)N2CCN(c3ccccc3F)CC2)c(C)n1C | 4% | 3%[56.9 µM] | -1% | -17% | -2 | -1% | -11% | 25% | -6%
CCOCCCNC(=O)c1cc(=O)[nH]c2ccc(S(=O)(=O)N3CCCC3)cc12 | . | -5% | -6% | -13% | 0 | 10% | 0% | 2% | 1%
CC1Sc2n(c3ccccc3[n+]2C)N=C1c1ccccc1 (centres undefined) | -2% | -25% | -15% | -6% | -2 | -5% | -17% | 38% | -15%
CCOC(=O)Cn1c(=O)oc2cc(S(=O)(=O)Nc3cc(OCC)ccc3OCC)ccc21 | 10% | -15% | 0% | 3% | 6 | -1% | 3% | 21% | -9%
COc1ccccc1N(CC(=O)N(CC(C)C)CC(C)C)S(=O)(=O)c1cccs1 | -7% | -1% | -3% | ? | -4 | -23% | -2% | -10% | -5%
O=C(CCn1c(=O)c2cccn2c2cccnc21)N1CCN(c2cccc(C(F)(F)F)c2)CC1 | . | 2% | 0% | -26% | 1 | -6% | 0% | -1% | -15%

Assay outcomes: PubChem, National Center for Advancing Translational Sciences (NCATS)

An excerpt; count on the stated rates, not on these rows.
